From PubChem
M5 ag: human M5 muscarinic receptor agonists, primary screen, CHO-K1 cells, Fluo-8 calcium fluorescence; Muscarinic acetylcholine receptor M5 (Homo sapiens), P08912; CHO-K1 hM5 cells; 0% DMSO wells, 100% maximal acetylcholine response; activation, % at 3 µM; hit rate 0.19% among 360,000;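 active means activation above the run's mean over test compounds plus 3 SD, cut at about 23% in these data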;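 further: signal is peak over basal fluorescence ratio across the kinetic read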
M1 ag: human M1 muscarinic receptor agonists, primary screen, Fluo-8 calcium fluorescence, CHO-K1 cells, HTS; Muscarinic acetylcholine receptor M1 (Homo sapiens), P11229; CHO-K1 hM1, agonist mode; 0% DMSO, 100% acetylcholine EC100; activation, % at 3 µM; hit rate 0.33% among 360,000; AID 588814, 2011;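 active means activation above the run's mean compound activation plus 3 SD, cut at about 16% in these data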;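 further: peak over basal fluorescence ratio within a 140 s kinetic read after compound addition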
Target sequence (P11229 whole entry, looked up): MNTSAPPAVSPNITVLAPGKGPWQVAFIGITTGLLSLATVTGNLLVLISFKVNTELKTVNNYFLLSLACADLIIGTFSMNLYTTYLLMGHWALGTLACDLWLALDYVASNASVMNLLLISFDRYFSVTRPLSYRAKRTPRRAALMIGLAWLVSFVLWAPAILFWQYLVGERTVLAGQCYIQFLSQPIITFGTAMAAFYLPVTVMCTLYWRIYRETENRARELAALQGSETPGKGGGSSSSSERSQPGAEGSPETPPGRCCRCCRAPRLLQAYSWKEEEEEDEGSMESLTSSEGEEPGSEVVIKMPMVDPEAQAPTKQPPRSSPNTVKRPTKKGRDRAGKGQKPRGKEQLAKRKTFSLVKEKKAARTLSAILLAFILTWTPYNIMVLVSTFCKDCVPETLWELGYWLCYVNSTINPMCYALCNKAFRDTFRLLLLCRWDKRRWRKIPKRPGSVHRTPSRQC
CHRM4 agonist: human M4 muscarinic receptor agonists, primary screen, CHO-K1 cells, Fluo-8 calcium fluorescence | Muscarinic acetylcholine receptor M4 (Homo sapiens), P08173 | CHO-K1 hM4/Gqi5; vehicle 0%, full acetylcholine response 100% | activation, % at 3 µM | hit rate 0.14% among 360,000;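 active means activation above the run mean over all test wells plus 3 SD, cut at about 32% in these data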;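 further: peak over basal fluorescence ratio per well then scaled between controls; 0% = DMSO wells and 100% = acetylcholine at EC100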
Target sequence (P08173 whole entry, looked up): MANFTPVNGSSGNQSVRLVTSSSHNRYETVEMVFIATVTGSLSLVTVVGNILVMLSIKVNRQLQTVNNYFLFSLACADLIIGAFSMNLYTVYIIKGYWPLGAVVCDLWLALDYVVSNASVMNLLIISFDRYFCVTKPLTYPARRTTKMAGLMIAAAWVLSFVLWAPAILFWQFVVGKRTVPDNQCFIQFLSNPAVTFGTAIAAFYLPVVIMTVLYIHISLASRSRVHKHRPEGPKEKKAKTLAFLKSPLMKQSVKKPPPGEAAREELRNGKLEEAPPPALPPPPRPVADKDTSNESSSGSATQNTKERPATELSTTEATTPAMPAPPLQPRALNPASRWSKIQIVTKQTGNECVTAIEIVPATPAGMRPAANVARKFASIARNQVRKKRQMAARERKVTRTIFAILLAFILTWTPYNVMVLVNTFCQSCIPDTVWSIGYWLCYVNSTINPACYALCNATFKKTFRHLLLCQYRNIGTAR
M1 PAM: human M1 muscarinic receptor positive allosteric modulators, primary screen, CHO-K1 cells, Fluo-8 calcium fluorescence, 1536-well; CHO-K1 hM1, ACh EC20; 0% = ACh EC20, 100% = maximal ACh; activation, % at 3 µM; Muscarinic acetylcholine receptor M1 (Homo sapiens), P11229; hit rate 0.088% among 360,000; in the data active means activation above about 19%, passing the limit was not always enough
CHRM1 antagonist: human M1 muscarinic receptor antagonists, primary screen, CHO-K1 cells, Fluo-8 calcium fluorescence, 1536-well. CHO-K1 hM1, ACh EC80 antagonist. inhibition, % at 3 µM. hit rate 1.3% among 360,000;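 active means percent inhibition above its own plate's cutoff, namely the mean of that plate's compound wells plus 3 SD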;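 further: peak over basal fluorescence ratio during 140 s after agonist addition; 0% = ACh EC80 plus DMSO and 100% = DMSO alone without agonist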
TAAR1 agonist: human TAAR1 agonists, primary screen, Fluo-8 calcium fluorescence, CHO RD-HGA16 cells; vehicle wells 0%, saturating PEA agonist 100%; activation, % at 3 µM; hit rate 0.99% among 360,000; AID 624467, 2012;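 active means activation above the mean activation of all test compounds in the run plus 3 SD, cut at about 38% in these data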
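Repeats: no replicates (n 1) | Material: CHO-derived RD-HGA16 cells with stable Gα16 and human TAAR1 | Technique: Kinetic Fluo-8 calcium fluorescence | Schedule: 17-24 h seeding, 75 min 37 °C dye, 30 min RT | Evaluation: % activation from peak over basal fluorescence ratio, DMSO-to-PEA scaled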
CHRM5 antagonist: human M5 muscarinic receptor antagonists, primary screen, CHO cells, Fluo-8 calcium fluorescence; Muscarinic acetylcholine receptor M5 (Homo sapiens), P08912; CHO-hM5 cells, ACh EC80; inhibition, % at 3 µM; hit rate 0.59% among 360,000;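 active means inhibition above a per-plate cutoff, the mean of that plate's test compounds plus 3 SD, cut at about 27% in these data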;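 further: 0% = acetylcholine EC80 with DMSO and 100% = DMSO without agonist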
CHRM5 PAM: human M5 muscarinic receptor positive allosteric modulators, primary screen, CHO-K1 cells, Fluo-8 calcium fluorescence. CHO-K1 hM5, ACh EC20 PAM; 0% = ACh EC20, 100% = ACh EC100. activation, % at 3 µM. AID 624038, 2012. hit rate 0.3% among 360,000;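 active means activation above the run cutoff, the mean activation of all test compounds plus 3 SD, cut at about 18% in these data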
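System: CHO-K1 cell line with stable human muscarinic M5 receptor expression | Also added: EC20 acetylcholine as agonist stimulus | Compound: One concentration, 3 µM final (nominal) | Timing: Fluo-8 loading 80 min at 37 °C plus 30 min room temperature | Measured by: Fluo-8 calcium dye fluorescence, kinetic read | Read-out basis: % activation, ACh-normalized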
M4 antag: human M4 muscarinic receptor antagonists, primary screen, CHO cells, Fluo-8 calcium fluorescence. Muscarinic acetylcholine receptor M4 (Homo sapiens), P08173. CHO-hM4 cells, ACh EC80. inhibition, % at 3 µM. hit rate 0.73% among 360,000. AID 624125, 2012;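 active means inhibition above its plate's cutoff, the mean inhibition of sample wells plus 3 SD, cut at about 27% in these data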;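 further: 0% = acetylcholine EC80 with DMSO and 100% = DMSO without agonist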
* marks the source's active call; other numbers are inactive results; · = no result given.

SMILES	M5 ag	M1 ag	CHRM4 agonist	M1 PAM	CHRM1 antagonist	TAAR1 agonist	CHRM5 antagonist	CHRM5 PAM	M4 antag
COc1ccccc1-n1cnnc1SCC(=O)c1c[nH]c2ccccc12	-1.7	-2.8	3.0	7.1	-12.3	4.2	2.7	-6.8	-4.1
Cc1ccc(-n2nc3c(N4CCC(C(=O)NCCc5cccs5)CC4)nnc(C)c3c2C)cc1	-6.8	-6.0	0.1	-9.7	1.3	13.5	-14.7	4.2	-2.3
Cc1ccc(C)c(CNS(=O)(=O)c2c(C)[nH]c(C)c2C(=O)N2CCCC2)c1	-2.7	-2.7	1.0	9.9	-12.6	0.5	-1.9	3.9	5.9
Cc1ccc(C)c(NC(=O)CCC(=O)NNC(=O)c2cccs2)c1	1.6	-8.9	0.4	8.2	-2.1	0.9	-6.3	-3.2	-4.3
CCCCCCc1c(C)c2ccc(OCC(=O)N3CCC[C@H]3C(=O)O)c(C)c2oc1=O	0.1	-2.9	0.0	3.3	2.3	-0.9	3.9	-2.6	2.2
O=C(O)c1ccccc1NN=Cc1ccccc1	1.1	-1.7	0.7	2.6	-3.9	-1.7	7.3	2.7	-0.7
Cc1nn(CC(=O)Nc2cccc(C(F)(F)F)c2)c(=O)c2cccn12	0.5	-3.6	1.1	-2.0	-1.4	1.2	-6.0	-0.7	-5.3
CCn1c(N)[n+](CC(=O)Nc2ccc(SC(F)F)cc2)c2ccccc21	-13.4	-1.1	5.3	7.3	-23.7	10.4	1.2	8.2	10.9

Complete entries as entered above.
`Cc1ccc(C)c(CNS(=O)(=O)c2c(C)[nH]c(C)c2C(=O)N2CCCC2)c1` is listed with M5 ag = -2.7; M1 ag = -2.7; CHRM4 agonist = 1.0; M1 PAM = 9.9; CHRM1 antagonist = -12.6; TAAR1 agonist = 0.5; CHRM5 antagonist = -1.9; CHRM5 PAM = 3.9; M4 antag = 5.9
`Cc1nn(CC(=O)Nc2cccc(C(F)(F)F)c2)c(=O)c2cccn12` is listed with M5 ag = 0.5; M1 ag = -3.6; CHRM4 agonist = 1.1; M1 PAM = -2.0; CHRM1 antagonist = -1.4; TAAR1 agonist = 1.2; CHRM5 antagonist = -6.0; CHRM5 PAM = -0.7; M4 antag = -5.3

More structures:
SMILES	M5 ag	M1 ag	CHRM4 agonist	M1 PAM	CHRM1 antagonist	TAAR1 agonist	CHRM5 antagonist	CHRM5 PAM	M4 antag
Cc1cc(Br)ccc1NC(=S)NCCc1ccccc1	-1.9	-4.3	7.4	-5.3	1.9	0.9	1.3	-6.2	-3.8
CC1SC(c2ccccc2Cl)NC1=O (stereo unspecified)	2.7	-3.2	1.0	3.1	-3.4	-0.3	-0.5	-3.5	9.0
CC(=O)Nc1cccc(NS(=O)(=O)c2ccccc2[N+](=O)[O-])c1	-2.7	-5.2	0.6	1.2	-7.2	1.2	11.8	-3.0	6.5
O=C(CSc1nc2ccccc2o1)N1CCN(c2ccccc2)CC1	-6.1	0.3	0.8	-3.9	15.7	5.1	6.0	-8.0	-6.5
Cc1ccc2nc(CSc3nnc4ccccn34)cc(=O)n2c1	1.3	-9.9	0.5	7.0	-2.1	1.8	-9.6	0.6	-3.5
O=C1c2ccccc2C(c2nc3ccccc3[nH]2)N1Cc1ccco1 (stereo unspecified)	-6.0	-2.9	1.4	9.6	-41.8	0.0	-1.6	1.1	-17.2
O=C(Nc1cc(S(=O)(=O)N2CCOCC2)ccc1-n1cncn1)c1ccc(Cl)cc1	-3.5	-6.0	1.3	3.7	6.8	1.3	4.2	3.3	19.1
COc1ccc(Cl)cc1NS(=O)(=O)c1cccc(C(=O)NCC(c2ccco2)N(C)C)c1 (stereo unspecified)	-6.3	-4.2	4.3	-12.4	12.0	2.1	9.4	-0.9	7.8
COc1ccc(C2CC(C(F)(F)F)n3nc(C(=O)NCCN4CCOCC4)cc3N2)cc1 (stereo unspecified)	0.0	-1.9	0.1	0.9	-3.7	9.0	-0.5	5.0	-3.6
COc1ccc(CNC(=O)c2cc(SC)ccc2Cl)cc1OC	5.1	-1.1	8.2	-1.7	8.5	6.0	12.4	-9.7	-6.6
CC(CC(=O)Nc1cc([N+](=O)[O-])ccc1Cl)c1ccccc1 (stereo unspecified)	-11.4	-5.8	0.2	-2.8	1.3	0.8	8.2	-5.2	-4.9
CCOC(=O)c1c(CSc2ccccc2)oc2ccc(O)cc12	0.2	-4.7	0.2	-2.7	1.7	-1.3	-1.5	-2.8	-16.1
CN1C2CCC1/C(=C\c1ccccc1)C(=O)/C2=C\c1ccccc1	-7.9	-4.6	-0.7	-2.0	1.0	3.4	-7.1	13.2	-3.9
Cc1ccc(-c2noc(C3CCN(C(=O)Nc4ccc(C#N)cc4)CC3)n2)o1	2.8	0.3	13.0	-6.4	4.7	8.8	1.2	-12.4	11.9
COc1ccc(N2C(=O)CC(N3CCOCC3)C2=O)cc1 (stereo unspecified)	1.0	-2.1	0.3	-0.6	-10.0	12.2	3.3	-8.8	9.2
CC1CCN(C(=O)c2ccc(N3C(=O)C4CCC(C)CC4C3=O)cc2)CC1 (stereo unspecified)	4.7	0.2	1.6	11.6	-21.3	8.0	5.7	2.1	2.0
O=C1C2C3C=CC([C@@H]2C(=O)N1C1CC1)[C@H]1C(=O)N(C2CC2)C(=O)C31 (stereo partly specified)	0.3	0.1	1.5	-0.6	5.8	14.5	3.6	-9.2	1.9
COc1cc(NC(=O)NCCN2CCN(c3ccccc3)CC2)cc(OC)c1OC	-1.5	0.0	1.0	21.1	-18.6	-1.4	3.7	4.5	-12.7
Cn1cnc2c(SCc3ccccc3)ncnc21	-1.8	0.0	1.0	2.2	-0.6	-0.5	12.1	7.0	-2.2
Cc1cc(C(F)(F)F)c2c(N)c(C(=O)NC3CC3)sc2n1	-6.1	-3.0	1.2	2.8	-10.1	10.9	3.4	-4.5	-20.3
CS(=O)(=O)c1ncc(Cl)c(C(=O)Nc2ccc(N3CCOCC3)cc2)n1	-0.7	-5.7	-0.6	-4.9	15.8	·	7.5	0.2	11.0
CCCCN(CC)C(=O)C1CCC(CNS(=O)(=O)c2cccc3nsnc23)CC1 (stereo unspecified)	-5.8	-3.4	4.2	11.5	-10.4	3.8	-3.4	-2.3	-11.0
Cc1cccc(NC(=S)N/N=C2/CCCCc3ccccc32)c1	-2.6	-8.8	-1.1	4.8	0.0	-0.4	7.3	-2.5	3.1
CCN(CC(=O)Nc1c(F)cccc1F)C(=O)Cc1ccc(OC)c(S(=O)(=O)N2CCOCC2)c1	-1.8	-3.4	0.1	8.1	-11.6	-0.1	8.7	-1.7	-3.1

Following part
| SMILES | M5 ag | M1 ag | CHRM4 agonist | M1 PAM | CHRM1 antagonist | TAAR1 agonist | CHRM5 antagonist | CHRM5 PAM | M4 antag |
| --- | --- | --- | --- | --- | --- | --- | --- | --- | --- |
| COc1cc(C(C)=O)ccc1OCCN1CCC(Cc2ccccc2)CC1 | -15.2 | -0.6 | 1.8 | -23.9 | 45.2* | 2.4 | 7.7 | -5.1 | 5.8 |
| O=C(Nc1cc(Cl)ccc1-n1cncn1)c1ccco1 | -2.1 | 1.0 | 0.6 | 7.5 | -3.1 | 0.0 | 5.2 | -1.6 | -4.5 |
| COc1cc(OC)cc(C(=O)NNC(=S)NC2CC2)c1 | -1.1 | -6.5 | 0.9 | 1.6 | -3.0 | 3.8 | -5.2 | 5.4 | -2.6 |
| CCn1ccc(=N)cc1 | -5.0 | -3.0 | 0.9 | -2.3 | 1.8 | 4.7 | 14.7 | 4.8 | -12.5 |
| O=C1C2CCCCC2C(=O)N1c1cccc(OS(=O)(=O)c2ccccc2)c1 (stereo unspecified) | 4.4 | -5.1 | 2.4 | 5.3 | -7.6 | 9.1 | -0.6 | -2.7 | -0.7 |
| O=C(NCc1ccncc1)C(=O)NC1CC1 | 2.2 | -1.8 | 4.5 | -2.6 | 7.5 | 1.8 | 18.2 | -9.2 | -0.5 |
| CC1=C(CC[C@@H](C)CO)OC2CC3C4CCC5CC(O)CCC5(C)C4CC(=O)C3(C)C12 (stereo partly specified) | 2.3 | -3.8 | 6.8 | -9.9 | 3.5 | 16.8 | -5.0 | -1.8 | 2.1 |
| CCNc1nc(NCC)nc(N(C#N)C(C)C)n1 | 4.3 | 8.7 | 0.5 | 16.9 | -18.7 | 0.5 | 6.2 | 6.3 | 4.8 |
| Cc1ccc(C)c2c3c([nH]c12)-c1nonc1CC3 | -2.7 | -3.6 | -2.6 | 5.4 | -7.5 | 16.7 | -10.0 | 0.9 | 3.4 |
| O=C(NC1CCCC1)C1C(c2ccc(C(F)(F)F)cc2)=Nc2ccccc2N1C(=O)c1ccccc1 (stereo unspecified) | -1.7 | · | -0.5 | · | · | -1.0 | -9.8 | -1.6 | -10.4 |
| CC(NC(=O)c1cc2c(cc1Cl)N1CCCCCC1=NS2(=O)=O)c1ccc(S(N)(=O)=O)cc1 (stereo unspecified) | -1.1 | -3.9 | 1.0 | 8.0 | -4.7 | 2.9 | 3.3 | -5.9 | -4.6 |
| C/C(CCc1ccc2c(c1)OCO2)=N\NC(=O)c1ccccc1 | -1.0 | -7.7 | 0.3 | 3.2 | -2.6 | 5.4 | 7.8 | -4.7 | 1.8 |
| CSc1ncccc1C(=O)OCC(=O)N(CC(C)C)C1CCS(=O)(=O)C1 (stereo unspecified) | -3.6 | -3.2 | 0.3 | 8.6 | -6.5 | -2.1 | -8.8 | -8.7 | -3.4 |
| COc1cccc2cc(-c3nnc(SCC(=O)NCCc4ccccc4)n3C)oc12 | 1.9 | -2.5 | 0.3 | 5.6 | -18.0 | 2.7 | -7.7 | 3.8 | -3.8 |
| Cc1ccc(S(=O)(=O)N2CCOCC2)cc1NC(=O)COc1ccc(C(=O)c2ccccc2)cc1 | 6.6 | 1.5 | 30.6 | -19.6 | 36.7* | 22.8 | 19.0 | -36.7 | 18.3 |
| Fc1ccc(/C=N/NC(=S)Nc2cccnc2)cc1 | 0.9 | -3.4 | 0.6 | -6.7 | 16.1 | 22.7 | -4.9 | 2.6 | -17.6 |

2 entries from above, field by field.
Cc1ccc(S(=O)(=O)N2CCOCC2)cc1NC(=O)COc1ccc(C(=O)c2ccccc2)cc1
  M5 ag: 6.6 | M1 ag: 1.5 | CHRM4 agonist: 30.6 | M1 PAM: -19.6 | CHRM1 antagonist: 36.7* | TAAR1 agonist: 22.8 | CHRM5 antagonist: 19.0 | CHRM5 PAM: -36.7 | M4 antag: 18.3

Fc1ccc(/C=N/NC(=S)Nc2cccnc2)cc1
  M5 ag: 0.9 | M1 ag: -3.4 | CHRM4 agonist: 0.6 | M1 PAM: -6.7 | CHRM1 antagonist: 16.1 | TAAR1 agonist: 22.7 | CHRM5 antagonist: -4.9 | CHRM5 PAM: 2.6 | M4 antag: -17.6

A portion of the library; the hit share may differ from the screen's.
